Pf Dd2 growth = Plasmodium falciparum Dd2 growth inhibition; P. falciparum Dd2 growth, SYBR Green, 72 h; Potency, µM (highest dose often 28.9 µM), for inactives: at the top dose activity, negative = inhibition, most hits filed as inhibitors; 120,000 compounds, 4.3% hits; AID 1347417; active means well fitted inhibition curve with a large enough effect; inconclusive means small, poorly fitted or top-dose-only effect; inactive means no such curve, though single readings can be large or run the other way;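 further: plate controls were DMSO vehicle for no effect and reference drug for full effect; nearly all actives have a fitted effect of over 65% in size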
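Readout: SYBR Green fluorescence, 485 nm excitation, 535 nm emission, after ~16 h lysis at 37C. Before that, Dd2-infected red cells (2.5% hematocrit) grew 72 h with compound, 29 uM top final concentration.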
An asterisk follows results filed as active; i = inactive; ? = inconclusive; [ ] = dose if it differs, or a comment. Potency means the concentration at half of the fitted maximal effect. Not all compounds are listed; the hit share may differ from the screen's.

SMILES | Pf Dd2 growth
COC(=O)c1cc(C)nc2c1c(=O)nc(SCc1c(C)cc(C)cc1C)n2C1CC1 | -27%
CC1(C(=O)NC2CC2)CCc2cnc(Nc3ccccc3)nc21 (stereo not drawn) | i
CC[C@H](C(=O)N1CCC2(CC1)Nc1ccccc1NC2=O)c1ccccc1 | -4%
COc1ccc(-c2noc(C(C)NC(=O)c3ccco3)n2)cc1 (stereo not drawn) | i
COc1ccc(NC(=O)N2C[C@@H]3C[C@H](C2)c2ccc(NC(=O)Nc4ccccc4OC)c(=O)n2C3)cc1 | -10%
Cc1cccc(CNC(=O)Cn2ccc3cc(S(=O)(=O)N4CCCC4)ccc32)c1 | i
Cc1cccc(-n2cc(CN3C[C@@H](NS(C)(=O)=O)[C@H](C(C)C)C3)cn2)c1 | -23%
CCc1ccc(NC(=O)N2CCc3[nH]c4ccc(F)cc4c3C2)cc1 | -6%
Cn1c(Cn2cnc3c2C(C)(C)OC3(C)C)nnc1C1CC(N)C1 (stereo not drawn) | -1%
O=S(=O)(c1ccc(Br)cc1)N1CCn2cccc2C1c1ccc(Br)cc1 (stereo not drawn) | i
O=C(O)[C@@H]1CN(S(=O)(=O)N2CCOCC2)C[C@H]1c1cccnc1 | -10%
COCCN(C)C[C@@H]1CN(C(=O)c2ccc(-c3ccco3)cc2)C[C@@H]1CO | 0%
COCCc1noc(C2CCCCN2C(=O)CN2C(=O)OC(C)(C)C2=O)n1 (stereo not drawn) | 15%
CCn1cc(S(=O)(=O)N2CCC(N3C(=O)C(OC)C34CCOCC4)CC2)cn1 (stereo not drawn) | 11%
CN(C)CCNC(=O)c1nc(-c2ccc(N3CCN(C)CC3)cc2)cc2c1ccn2C | 11µM*
COc1ccc(C2(CNC(=O)C(=O)Nc3ccc(C)c(Cl)c3)CCCC2)cc1OC | -22%
Cn1cnc(S(=O)(=O)N2CCC(C(=O)NCc3ccc(F)cc3)CC2)c1 | 2%
CC1=NS(=O)(=O)N(C)C=C1C(=O)OCc1nc(-c2cnccn2)no1 | 60%[activator]
CC(=O)c1ccc(NC(=O)Cn2c(N3CCc4ccccc4C3)nc(C)cc2=O)cc1 | -17%
Cc1cccc(CN2CCC3(CC2)Cc2ccccc2CNC3=O)n1 | -9%
COCCNC(=O)C1COC2(CCN(C(=O)c3cccs3)CC2)N1C(=O)c1ccccc1 (stereo not drawn) | 21%
N#Cc1ccc(C(=O)Nc2cc3nn(-c4ccccc4)nc3cc2Cl)c(F)c1 | 20%
C[C@H](NC(=O)C[C@@H]1c2nc(NC(=O)c3ccc(F)cc3)sc2C[C@@H]2[C@](C)(CO)[C@H](O)CC[C@]21C)c1ccccc1 | 2.5µM*
O=C(COc1cccc(Cl)c1)N1CCN(CCc2ccncc2)CC1 | ?
CN(C)CCN(C)[C@H]1[C@@H]2OC[C@@H](O2)[C@@H](NC(=O)Nc2cccc(C#N)c2)[C@@H]1O | -6%[44.1 µM]

Reprinted from the part before: three entries, then new ones.
SMILES | Pf Dd2 growth
C[C@H](NC(=O)C[C@@H]1c2nc(NC(=O)c3ccc(F)cc3)sc2C[C@@H]2[C@](C)(CO)[C@H](O)CC[C@]21C)c1ccccc1 | 2.5µM*
O=C(COc1cccc(Cl)c1)N1CCN(CCc2ccncc2)CC1 | ?
CN(C)CCN(C)[C@H]1[C@@H]2OC[C@@H](O2)[C@@H](NC(=O)Nc2cccc(C#N)c2)[C@@H]1O | -6%[44.1 µM]
Cn1cccc1CN1CCCC2(CC(c3ccccn3)=NO2)C1 (stereo not drawn) | i
CCN1CCSc2ccc(C(=O)NCc3ccc(OC(C)C)cc3)cc21 | 17%
Cc1cc(C)cc(C(=O)NCc2nnc3cc(-c4nc(C5CC5)no4)ccn23)c1 | ?
CCc1ccccc1NC(=O)CSc1nncn2c1cc1oc(C)cc12 | -20%
Cc1cc(S(=O)(=O)N2CCC(n3cnnc3C)CC2)ccc1F | -29%
COCCn1c2c(c(=O)n1-c1ccccc1)CCN(C(=O)c1cc3ccccc3[nH]1)C2 | -20%[44.1 µM]
CC(C)CN1CCC(c2nc3ccc(F)cc3c(=O)[nH]2)CC1 | -17%[44.1 µM]
Cc1cc(OCC(=O)NCCc2nc3ccccc3[nH]2)cc(C)c1Cl | -28%
COc1ccc(CNC(=O)Cn2c(=O)oc3cc(S(=O)(=O)N4CCCCCC4)ccc32)cc1 | -27%
O=C1NCCCCCN(C(=O)c2ccsc2)[C@H]2CCC[C@@H]12 | i
N#Cc1ccc(CN2C[C@@H]3C[C@H]2C(=O)Nc2ccccc2O3)cc1 | i
Cc1cc(C)n(CCC(=O)NCCC2CCN(C(=O)Nc3ccccc3)CC2)n1 | -10%
CC(C)(C)c1ccc(C(=O)N2C[C@@H](CO)[C@H](c3ccncc3)C2)cc1 | ?
COc1ccc(-c2nnc3n2CCN([S+](=O)([O-])c2ccccc2)C3)cc1 | i
c1coc(-c2nc(C3CCOC3)nn2C2Cc3ccccc3C2)c1 (stereo not drawn) | -19%
COCCC(=O)N1CC(F)(F)C[C@H]1c1nc(-c2ccncc2)no1 | -6%
Cc1nc(CN2C[C@H](C(=O)NCc3cccc(F)c3)C[C@@H]2c2ccc(F)cc2)cs1 | 14µM*
c1coc(-c2nnc([C@H]3CCN(C4CCOCC4)C3)o2)c1 | i
Cc1cc(C(=O)N2CCn3nc(C(=O)Nc4ccccc4)cc3C2)cc(=O)[nH]1 | 11%
CCOc1ccc(CC(=O)NCCc2csc3nc(-c4ccccc4F)nn23)cc1 | ?
COc1cncc(CN2CCC3(CC2)OC(=O)N(Cc2csc(C)n2)C3(C)c2ccccc2)c1 (stereo not drawn) | ?
CN(C)c1ccc(CN2CCOC[C@H]2c2ncc(-c3ccc(F)cc3)[nH]2)cc1 | i
COc1ccc(CNc2ncnc3c2c(-c2ccccc2)cn3-c2ccccc2)cc1 | ?
COc1ccc(C2Cn3cnc(C(=O)N4CCC(C(=O)Nc5ccc(C)c(F)c5)CC4)c3CO2)cc1 (stereo not drawn) | i
CCOC(=O)c1ccc(NC2(c3ccccc3)C(=O)c3ccccc3C2=O)cc1 | i
The list goes on:
SMILES | Pf Dd2 growth
Cc1ccc2c(=O)cc(C(=O)Nc3sc4c(c3C(N)=O)CCCC4)oc2c1 | i
COc1ccc(C(=O)N2CCn3c(nnc3[C@@H]3C[C@@H](O)CN3C(C)C)C2)cn1 | 22%
O=C(Nc1ccc2c(c1)CCC2)C1CCN(C(=O)c2ncn3c2COC(c2ccc(F)cc2)C3)CC1 (stereo not drawn) | i
COC[C@@H]1CN(Cc2cc(F)c(F)c(F)c2)C[C@H]1C(N)=O | -17%
Cc1noc([C@H]2CCN(C(=O)NCc3ccc(F)cc3)C[C@H]2NC(=O)C2CC2)n1 | ?
Cc1nc(C2CC(O)C2)cc(N2CCN(c3nc4ccccc4s3)CC2)n1 (stereo not drawn) | -23%
CNC(=O)[C@@H]1CN(C(=O)Cn2ccnc2C)C[C@H]1c1nc(COC)no1 | 4%
CS(=O)(=O)N[C@@H]1[C@@H](NC(=O)c2scc3c2CCCC3)[C@H]2CCO[C@H]21 | -27%
CCCNC(=O)c1c(NC(=O)c2ccccc2)sc2c1CCC(C(C)(C)C)C2 (stereo not drawn) | 11µM*
COC[C@@H]1CN(C(=O)Cc2c(F)cccc2Cl)C[C@H]1C(N)=O | 20%
Cc1noc(C)c1S(=O)(=O)N1CCC(N2CCOC2=O)CC1 | 22%
O=C(c1ccco1)N1CCN(C(=O)c2cnn(-c3cccc(F)c3)c2C2CCNCC2)CC1 | 2%
COc1ccc(Nc2ccc3cc(S(=O)(=O)N4CCCC4)ccc3n2)cc1Cl | i
C[C@H]1[C@@H]2[C@@H](O)C([C@H](C)C(=O)N3CCc4ccccc4C3)CC[C@@]2(C)CC[C@@H]1NC(=O)c1cnccn1 (stereo partly drawn) | ?
COc1cccc(CN2CCCCC23Cc2ccccc2CNC3=O)c1 (stereo not drawn) | ?
O=C(Cn1c(=O)oc2cc(S(=O)(=O)N3CCCC3)ccc21)Nc1ccc(F)cc1F | -2%
CCOc1ccc(NC(=O)c2cc(CN3CCCC3)on2)cc1 | ?
Cc1cc(=O)[nH]c(CCNC(=O)c2ccc(C)c(N3CCNC3=O)c2)n1 | -9%
CCO[C@H]1C[C@@H](O)C12CCN(C(=O)c1cc3nc(C)cc(C)n3n1)CC2 | -8%
COCCn1ncc(N2CCC(C(=O)Nc3cc(OC)cc(OC)c3)C2)cc1=O (stereo not drawn) | -25%
Cc1ccc2c(C(=O)N3CCCC(C#N)C3)cc(-c3cnn(C(C)C)c3)nc2c1 (stereo not drawn) | ?
C[C@@H]1C(=O)O[C@H]2[C@H]1CC[C@@]1(C)Cc3sc(NC(=O)c4ccncc4)nc3[C@@H](C)[C@H]21 | i
CC1CCN(S(=O)(=O)N2CCC(C(=O)N3CCC(Cc4nncn4CC4CC4)CC3)CC2)CC1 | ?
CS(=O)(=O)c1ccc(OC[C@H]2C[C@@H](NC(=O)c3cnccn3)[C@H](O)[C@@H]2O)cc1 | 18%
CC(=O)N1CCC2(CC1)CN(C(=O)c1c[nH]c3ccccc13)Cc1ccccc1O2 | ?
Next section.
SMILES | Pf Dd2 growth
CCc1noc(-c2cccn3c(CNC(=O)Cc4ccc(Cl)cc4)nnc23)n1 | ?
CCN1C(=O)C2(CCN(S(=O)(=O)c3ccc(CC(C)C)cc3)CC2)c2ccccc21 | -28%
O=C1CN(C(=O)c2cccc(Br)c2)C(c2ccccc2)c2cc(Cl)ccc2N1 (stereo not drawn) | -12%
CCOCCCNC(=O)C1CCN(c2nc3ccc(C)cc3[nH]2)CC1 | i
Cc1nc(CCNC(=O)C2CCC2)no1 | -4%
CNc1ccnc(N2CCC(C(=O)O)(n3cnc4ccccc43)CC2)n1 | -14%
FC(F)(F)Oc1ccc2c(c1)NC(c1ccncc1)=NC(c1cccs1)=N2 | -26%
CCC(=O)N1CCc2c(sc3ncnc(NCc4ccccc4)c23)C1 | ?
CNC(=O)[C@H]1C[C@H](Oc2ccccc2)CN1C(=O)CCc1ccc(OC)cc1 | -14%
COc1cc(Cl)c(C)cc1NC(=O)CSc1nc2c(c(=O)[nH]1)CCCC2 | i
O=C(Cn1c(-c2cccs2)cc2ccccc21)N1CCN(c2ccc(F)cc2)CC1 | ?
O=C1NC2(CCCN(C(=O)c3ccc4c(c3)OCO4)C2)COc2ccccc21 (stereo not drawn) | ?
COc1ccc(CC(=O)N2CC(c3nnc(C(C)C)o3)C3(CCOCC3)C2)cc1OC (stereo not drawn) | -5%
COc1ccc(-c2nc(Cn3c(SCc4ccccc4F)nc4ccncc43)c(C)o2)cc1OC | ?
COc1ccccc1CNC(=O)[C@H]1CCC[C@H]1NC(=O)c1ccncc1 | 14%
COc1ccc(OC)c(NC(=O)Cn2nc3c(cc2=O)CCCC3)c1 | -11%
CC(C)NC(=O)[C@H]1CN2CC[C@H]1C[C@@H]2Cn1cc(COc2ccccc2)nn1 | -23%[44.1 µM]
Cc1ccccc1OC(=O)CSc1nnc(-c2cccs2)o1 | 30%
Cc1ccc(S(=O)(=O)NC[C@H]2O[C@@H](CO)[C@@H](O)[C@H]2N2CCN(c3cccc(C(F)(F)F)c3)CC2)cc1 | i
CN1CCN(Cc2cnn(-c3cccc(Cl)c3)c2)CC1CCO (stereo not drawn) | 14µM*
O=C1c2cc(N3CCOCC3)nc(-c3cccc(F)c3)c2CN1Cc1ccccc1 | -16%[44.1 µM]
O=C(c1ccc(F)cc1)N1CCC2(CC1)Cc1ccccc1NC2=O | -30%[44.1 µM]
CC(C)C(=O)N1CCC(CCOc2ccccc2F)C1 (stereo not drawn) | i
O=C(C1CC1)N1CCC2(CC1)NC(=O)N(c1cccc(Cl)c1)N2 | ?
CC(NC(=O)c1n[nH]c2ccccc12)C(=O)N1CCN(c2ccccn2)CC1 (stereo not drawn) | -18%

2 entries drawn at random from the list so far:
SMILES | Pf Dd2 growth
O=C(Cn1c(-c2cccs2)cc2ccccc21)N1CCN(c2ccc(F)cc2)CC1 | ?
CC(C)NC(=O)[C@H]1CN2CC[C@H]1C[C@@H]2Cn1cc(COc2ccccc2)nn1 | -23%[44.1 µM]

3 structures from above, ordered by length of the SMILES, largest number first:
SMILES | Pf Dd2 growth
CCOCCCNC(=O)C1CCN(c2nc3ccc(C)cc3[nH]2)CC1 | i
CCC(=O)N1CCc2c(sc3ncnc(NCc4ccccc4)c23)C1 | ?
Cc1ccccc1OC(=O)CSc1nnc(-c2cccs2)o1 | 30%

The results go on:
SMILES | Pf Dd2 growth
CN(C)c1cc(=O)c2ccnc(-c3ccccc3F)c2o1 | ?
CN1C(=O)C(CC(=O)NCc2noc(-c3c(F)cccc3F)n2)N(C)C1=O (stereo not drawn) | 1%
COc1ccc(OC)c(NC(=O)CC2CCCCN(C)C2=O)c1 (stereo not drawn) | -1%
Cc1ccc(C(=O)N2CCC3(CC2)CCN(Cc2cccs2)c2ccccc2O3)cc1 | -17%
Cc1csc(NC(=O)[C@@H]2CCC[C@@H](NCc3cccnc3)CN(C)C(=O)C2)n1 | i
CCOc1cc(CN(C)C(=O)CC2C(=O)NCCN2Cc2ccccc2)ccc1OC (stereo not drawn) | -15%
COc1ccc(-c2noc([C@@H]3CCCN3C(=O)c3ccc(F)c(Cl)c3)n2)cc1OC | ?
Cc1c(C(=O)N2CCCCCC2)c(S(=O)(=O)N(Cc2ccccc2)C(C)(C)C)c(C)n1C | 13µM*
